hERG WT inh = qHTS for Inhibitors of KCHN2 3.1: Wildtype qHTS. Voltage-gated inwardly rectifying potassium channel KCNH2 (Homo sapiens), Q12809. U2OS, BacMam KCNH2, thallium flux FluxOr; active compounds read low. activity change, % at 1.84 µM. 340,000 tested, 0.37% active. AID 720551, 2013;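 active = maximum activity change below -70%; inconclusive = maximum activity change between -70% and -50%; inactive = maximum activity change above -50%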; also: % is scaled to controls: 0 for no effect and ±100 for the full control effect
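U2OS cells were transduced with wild-type KCNH2 virus (2.03 x 10^8 / mL) for 4 h at room temperature, then cultured overnight at 37 C. Thallium flux was read with FluxOr dye. Rate constants were normalized to DMSO controls.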
CXXC DNA block = qHTS Fluorescence Polarization Assay for Inhibitors of MLL CXXC domain - DNA interaction; Histone-lysine N-methyltransferase 2A (Homo sapiens), Q03164; 290,000 tested, 0.037% active; AID 2662, 2010; MLL-CXXC / FITC-HOXA9 DNA fluorescence polarization; Potency, µM (titrated, usually from 115 µM), for the others: top-dose activity change, negative = inhibition, actives largely listed as inhibitors; active = well fitted inhibition curve with a large enough effect in the polarisation, with a control signal flat, not every such curve was filed as active; inconclusive = small, poorly fitted or top-dose-only effect, or effect the other way, or a change in a side signal; inactive = no such curve, though single readings can be large or run the other way; the % refers to the polarisation; also: potency is read from the fitted curve at half-maximal effect
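Purified MLL-CXXC (added from a 7 uM solution) was preincubated 5 min at ambient with pinned compounds in 50 mM Tris-HCl pH 7.5, 50 mM NaCl, 1 mM DTT, 0.05% BSA. Fluorescein-labeled HOX-A9 DNA (50 nM solution) followed, 30 min, then polarization read.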
TRPV1 agonist = HTS Assay for Compounds that Act as Agonists of the Vanilloid Receptor 1 | 320,000 tested, 0.19% active | Transient receptor potential cation channel subfamily V member 1 (Homo sapiens), Q8NER1 | AID 540275, 2011 | TRPV1-expressing cells, Fluo-8 calcium influx, agonist mode | activation, % at 8.33 µM; in the data active = activation above about 80%; inconclusive = between about 30% and that limit; also: 0% is about no effect
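Fluo-8 calcium influx in TRPV1-expressing cells, kinetic read (ex 480/em 520 nm). Compound added and read 3 min for agonist activity, followed by capsaicin at EC20 final and 2 min further read for enhancement.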
Menin-MLL TR inh = qHTS Assay for Inhibitors Targeting the Menin-MLL Interaction in MLL Related Leukemias: Competition With Texas Red Labeled MLL-derived Mutant Peptide | O00255 | Menin + Texas Red MLL mutant peptide, fluorescence polarization | Potency, µM (doses to about 61.6 µM), without a hit: at the highest dose FP activity change, negative = inhibition, most hits filed as inhibitors | 270,000 tested, 0.23% active | AID 1768, 2009; active = well fitted inhibition curve with a large enough effect in the polarisation, with a control signal flat, not every such curve was filed as active; inconclusive = small, poorly fitted or top-dose-only effect, or effect the other way, or a change in a side signal; inactive = no such curve, though single readings can be large or run the other way; the % refers to the polarisation; also: potency is read from the fitted curve at half-maximal effect; % of control where 0% means no effect; many of its hits are not listed in these tables
Target sequence (O00255 whole entry, looked up): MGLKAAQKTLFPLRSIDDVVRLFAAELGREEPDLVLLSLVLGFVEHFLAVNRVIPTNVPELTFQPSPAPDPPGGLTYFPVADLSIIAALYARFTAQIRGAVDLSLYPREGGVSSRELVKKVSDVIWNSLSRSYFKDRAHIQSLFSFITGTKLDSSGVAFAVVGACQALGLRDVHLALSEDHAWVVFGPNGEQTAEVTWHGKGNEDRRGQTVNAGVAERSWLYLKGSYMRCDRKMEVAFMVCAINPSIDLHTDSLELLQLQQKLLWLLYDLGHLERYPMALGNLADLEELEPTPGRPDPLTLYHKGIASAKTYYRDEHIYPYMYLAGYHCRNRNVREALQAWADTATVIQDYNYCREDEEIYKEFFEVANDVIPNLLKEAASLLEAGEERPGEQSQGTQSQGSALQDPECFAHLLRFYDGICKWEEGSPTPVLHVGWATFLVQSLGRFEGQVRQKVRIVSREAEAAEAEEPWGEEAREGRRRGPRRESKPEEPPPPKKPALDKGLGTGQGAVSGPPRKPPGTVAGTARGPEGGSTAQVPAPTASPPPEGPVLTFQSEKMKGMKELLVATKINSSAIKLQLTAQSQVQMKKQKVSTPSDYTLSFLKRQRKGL
Coupling enz = qHTS Assay for Inhibitors of Fructose-1,6-bisphosphate Aldolase from Giardia Lamblia: Coupling assay counterscreen. coupling enzyme system counterscreen, AmpLite Red fluorescence. activity change, negative = inhibition, % at 58.2 µM, hits read low. 290,000 tested, 0.67% active. AID 2472, 2010; in the data active = activity change below about -30%; also: % is scaled to controls: 0 for no effect and ±100 for the full control effect
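Counterscreen lacking aldolase: glyceraldehyde-3-phosphate coupling-enzyme reagent preincubated 10 min at RT with compound (at 57.5 uM final), then substrate/coupling system with AmpLite Red added; fluorescence read at 525/598 nm after 20 min RT.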
Giardia kill = Small Molecules that selectively kill Giardia lamblia: qHTS; Giardia lamblia trophozoite viability; AID 540267, 2011; 340,000 tested, 0.15% active; activity change, % at 7.66 µM, hits read low; in the data active = activity change below about -80%; inconclusive = between about -30% and that limit;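 also: parasites exposed to compound for two days anaerobically before the ATP read; % is scaled to controls: 0 for no effect and ±100 for the full control effect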
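Anaerobic 48 hrs incubation at 37 deg C of 100 trophozoites/well with test compounds; ATPLite 1-Step luminescence, 15-30 min RT, reports cellular ATP as viability.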
GALK inhibitor = qHTS Assay for Inhibitors of Human Galactokinase (GALK); P51570; AID 1868, 2009; 270,000 tested, 0.007% active; Purified GALK, Kinase-Glo residual ATP luminescence; Potency, µM (titrated, usually from 57.5 µM), inactives show top-dose activity change, negative = inhibition, actives largely listed as inhibitors; also: potency is read from the fitted curve at half-maximal effect; % is scaled to controls: 0 for no effect and ±100 for the full control effect
Target sequence (P51570 whole entry, looked up): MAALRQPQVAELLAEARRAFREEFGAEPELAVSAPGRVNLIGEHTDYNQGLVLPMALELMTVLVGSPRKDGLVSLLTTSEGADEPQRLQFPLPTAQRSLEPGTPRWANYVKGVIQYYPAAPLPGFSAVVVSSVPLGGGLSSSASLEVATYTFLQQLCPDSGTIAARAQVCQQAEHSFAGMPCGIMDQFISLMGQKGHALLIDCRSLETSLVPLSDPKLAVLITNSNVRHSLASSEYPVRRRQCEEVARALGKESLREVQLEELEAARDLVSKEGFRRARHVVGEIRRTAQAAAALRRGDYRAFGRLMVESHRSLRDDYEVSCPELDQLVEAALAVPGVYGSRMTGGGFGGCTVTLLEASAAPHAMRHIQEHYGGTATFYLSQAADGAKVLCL
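5 nM enzyme, 35 uM ATP, 100 uM galactose, 20 mM HEPES pH8.0, 5 mM MgCl2; 1 h RT; residual ATP by Kinase-Glo Plus luminescence, qHTS format.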
USP2a inh = qHTS Assay for Inhibitors of Ubiquitin-specific Protease USP2a Using CHOP2 as the Reporter; Ubiquitin carboxyl-terminal hydrolase 2 (Homo sapiens), O75604; USP2 core, Ub-CHOP2 coupled fluorogenic reporter, 485/531; Potency, µM (titrated, usually from 38.3 µM), without a hit: top-dose activity change, negative = inhibition, usual class: inhibitors; 330,000 tested, 0.01% active;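 also: potency is read from the fitted curve at half-maximal effect; plate controls were DMSO wells for no effect and full inhibition by NEM control for full effect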
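Cell-free coupled assay: 10nM USP2 core preincubated 30min RT with compound in Tris-HCl pH 8.0/CaCl2/CHAPS buffer, then 25nM Ub-CHOP2 and 25nM reporter substrate; fluorescence (Ex 485/Em 531) read after 60min RT, normalized to NEM inhibition, concentration-response curves fitted.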
PKM2 act = qHTS Assay for Activators of Human Muscle isoform 2 Pyruvate Kinase; Potency, µM (series often up to 57.5 µM), for inactives: top-dose activation, usual class: activators; AID 1631, 2009; Pyruvate kinase PKM (Homo sapiens), P14618; purified PKM2, Kinase-Glo ATP luminescence, activation; response scale: 0% is enzyme alone, no compound; 260,000 tested, 0.34% active; also: potency is read from the fitted curve at half-maximal effect; % is scaled to controls: 0 for no effect and ±100 for the full control effect; nearly all actives have a fitted effect of over 55% in size
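hPK-M2, >95% pure; 0.1 mM ADP / 0.5 mM PEP final; imidazole pH7.2 buffer w/ 7 mM MgCl2, 50 mM KCl; 1 h RT; Kinase-Glo lum. Intermediate enzyme activity for dual inhibitor/activator qHTS.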
KCNH2 3.1 block = qHTS for Inhibitors of KCHN2 3.1: Mutant qHTS. Potassium voltage-gated channel subfamily H member 2, brain isoform KCNH2 3.1 (human). U2OS KCNH2 3.1, thallium flux FluxOr; active compounds read low. activity change, % (tested at about 1.8 µM). 340,000 tested, 0.95% active. AID 720553, 2013;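 active = maximum activity change below -70%; inconclusive = maximum activity change from -70% to -50%; inactive = maximum activity change above -50%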;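 also: thallium influx rate constant from kinetic fluorescence after stimulation buffer; % is scaled to controls: 0 for no effect and ±100 for the full control effect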
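Thallium flux read-out: FluxOr dye with Red40 quencher in HBSS/HEPES, 45 min at RT. Rate constants from kinetic reads were normalized to positive and negative DMSO controls. Cells: U2OS virally expressing the 3.1 isoform.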
B2AR arrestin = qHTS assay of beta-arrestin-biased ligands of beta2-adrenergic receptor. beta-arrestin recruitment to beta2AR, cell-based reporter. 330,000 tested, 0.02% active. Potency, µM (top dose mostly 46.1 µM), for the others: top-dose activation, actives largely listed as activators. AID 492947, 2010;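 also: potency is read from the fitted curve at half-maximal effect; 0% = DMSO controls and full agonism = EC100 isoproterenol or metaproterenol; nearly all actives have a fitted effect of over 65% in size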
Starred values were filed as active, the others as inactive; ? = inconclusive; . = not tested or not shown; [ ] = dose if it differs, or a comment. Unless noted, calls follow the shape of the dose curve; as a rule, active = well fitted curve in the direction sought with a large enough effect; inconclusive = small, poorly fitted or top-dose-only effect, or another doubt; inactive = no such curve, though single readings can be large; an effect the other way counts as inactive or inconclusive.

SMILES | hERG WT inh | CXXC DNA block | TRPV1 agonist | Menin-MLL TR inh | Coupling enz | Giardia kill | GALK inhibitor | USP2a inh | PKM2 act | KCNH2 3.1 block | B2AR arrestin
O=C(NCC1CCCCC1)c1cc(S(=O)(=O)N2CCCCC2)ccc1N1CCOCC1 | -3 | 6% | ? | ? | -1 | -29 | 13% | 4% | -2% | 7 | 0.1%
CC(C)(C)c1cc(CCC(=O)NCC2CCCO2)cc(C(C)(C)C)c1O (stereo unspecified) | 6 | 17% | 16 | . | . | 11 | -1% | -3% | 7% | 5 | 0.2%
COc1cccc(-c2ccc(-c3noc(-c4ccccc4F)n3)c(OC)n2)c1 | -12 | 7% | . | 71%[activator] | -2 | 17 | 0% | 0% | 7% | 12 | -2.3%
COC(=O)C/C=C/[C@@H](C)[C@@H](/C=N/OC[C@H]1O[C@H](c2ccccc2)C=C[C@@H]1Oc1ccc(OC)cc1)NS(=O)(=O)c1ccc(C)cc1 | . | 9% | 2 | -2% | -2 | . | . | 3% | 1% | . | -0.3%
COc1ccc(Cl)cc1NC(=O)C1CCCN(c2ncnc3c2nc2n3CCCCC2)C1 (stereo unspecified) | 6 | 3% | 15 | 2% | -9 | 3 | -2% | 0% | . | -7 | -0.1%
C=C(C)CN(CC)C(=O)CSc1nc2ncc(Cl)cc2[nH]1 | 3 | -2% | 0 | -5% | 1 | -1 | 8% | 0% | 0% | 10 | -0.1%
COc1ccc(C(C)=O)cc1COc1ccccc1[N+](=O)[O-] | -4 | -2% | 10 | 1% | 1 | -4 | 1% | 3% | 1% | -3 | -0.4%
Cc1nnc(NC(=O)C2CCN(c3cnccn3)CC2)s1 | 17 | -16% | -1 | 18% | 1 | 32[activator] | 3% | 1% | -1% | -2 | -0.9%
CCOc1ccc(CCNC(=O)CSCC(=O)Nc2ccc(OC)cc2)cc1OCC | -5 | . | 4 | . | . | 3 | . | 0% | . | 1 | -0.1%
COc1ccc(S[C@@H](CCN2CC[C@H](C)CCC2=O)c2ccccc2)cc1 | -3 | . | ? | . | . | 10 | . | -1% | . | 3 | 0.5%
Cc1ccc(S(=O)(=O)/N=C(/Nc2ccc(F)cc2F)c2ccccc2)cc1 | -2 | -5% | 5 | . | . | 26 | 6% | 0% | . | -19 | 0.1%
Cc1cc(C(C)(C)C)cc(C)c1CCNC(=O)c1c(C)noc1C | -19 | . | ? | . | . | 5 | . | -1% | . | 7 | 0.1%
Oc1c(Cl)cc(Cl)cc1CNn1cnnc1 | -4 | 9% | -4 | 1% | -1 | -2 | 5% | 1% | 1% | 4 | -0.1%
CC(=O)OC(CC(=O)O)C[N+](C)(C)C (stereo unspecified) | -6 | 5% | -2 | -1% | 0 | 20 | -1% | 3% | -5% | 3 | -0.3%
CCOc1ccc(Cl)cc1S(=O)(=O)NCc1ccccn1 | 4 | -5% | 2 | 7% | -1 | -19 | -2% | 1% | 0% | 5 | 0.4%
NC(=O)c1ccc(NC(=O)COC(=O)c2ccc3ccccc3n2)cc1 | -1 | . | . | . | . | 7 | . | -1% | . | 11 | -0.8%
COc1cc(Cl)c(C)cc1NC(=O)c1cccc(OC)c1OC | -7 | 5% | 2 | 20% | -7 | -24 | 9% | 3% | -5% | -3 | 0.0%
COC(=O)c1cccc(S(=O)(=O)N2CCC(NC(=O)NC34CC5CC(CC(C5)C3)C4)CC2)c1 | 0 | -12% | 0 | -3% | -4 | 4 | -1% | -1% | 9% | -4 | -0.2%
N#Cc1cc2c(nc1SCc1ccccc1)CCC2 | -6 | 10% | 1 | 20% | -1 | 22 | -2% | -2% | -1% | -12 | -0.8%
COc1ccc(NS(=O)(=O)c2ccc3c(c2)CCN3C(=O)CCC(=O)O)cc1OC | 1 | -21% | -1 | -44% | 2 | 9 | -6% | 10% | . | 5 | -0.5%
O=C(Nc1ccncc1)c1ccc2ncsc2c1 | -15 | . | 9 | . | . | -2 | . | 0% | . | -15 | 0.0%
CN(CC(=O)Nc1ccc(N2CCOCC2)cc1)CC(=O)Nc1ccc(N2CCOCC2)cc1 | -30 | 2% | 4 | . | 0 | -7 | -1% | 4% | -11% | 6 | -0.2%
O=S(NC1CCCCC1)C12CC3CC(CC(C3)C1)C2 (stereo unspecified) | -4 | -6% | 7 | -25% | 4 | -1 | 3% | -1% | -11% | -4 | 0.0%
O=C(CSc1nc2ccccc2n1CC(=O)N1CCCC1)NCc1ccc2c(c1)OCO2 | -4 | -12% | 2 | 7% | 2 | -5 | 0% | -11% | -21% | 1 | -0.8%
O=C1c2cccnc2C(=O)N1Cc1ccc(S(=O)(=O)N2CCN(c3ccc(Cl)cc3)CC2)cc1 | -34 | 0% | -10 | ? | 2 | 28 | 5% | 1% | . | 16 | -0.8%
O=C(NCCc1ccc(Cl)cc1)C1CCC(=O)N1Cc1ccc(F)cc1 (stereo unspecified) | 5 | -1% | 3 | 11% | 3 | -4 | 1% | 0% | 2% | -8 | 0.3%
CC[C@]12c3[nH]c4cc(CCC(=O)N(C)C)ccc4c3CCN1C(=O)[C@@H](CC(=O)NCCCOC)C[C@@H]2C(=O)N1CCN(C(=O)c2ccco2)CC1 | -9 | . | . | . | . | 16 | . | 3% | . | -3 | -0.5%
O=C1CCSc2ccc(Cl)cc2N1Cc1cccc(Cl)c1 | -1 | -4% | -8 | -8% | 0 | 7 | -1% | -8% | -7% | -18 | -0.5%
Cc1cccc(C(=O)NCN2CCN(c3ccccc3C#N)CC2)c1 | -5 | 10% | . | -2% | 6 | -18 | . | . | . | 2 | .
Nc1nonc1-n1nnc(C(=O)N/N=C/c2ccccc2)c1CSc1ccc(Cl)cc1 | 12 | 0% | ? | ? | 4 | -5 | 3% | -1% | -20% | ? | -1.2%
C=CC[C@@H](CC(=O)N(CCO)Cc1ccccc1)C(=O)N[C@H](COC(=O)[C@@H](CC=C)CC(=O)OC(C)(C)C)Cc1c[nH]c2ccccc12 | -8 | . | . | . | . | -13 | . | -3% | . | -5 | 0.9%
c1ccc(-c2ccc(-c3ccccn3)s2)nc1 | 10 | -3% | 6 | . | 1 | -20 | 0% | 4% | -18% | -6 | -0.3%
O=C(Nc1ccccc1F)c1ccc(CN2CCN(c3ccccc3)CC2)cc1 | -41 | -4% | 18 | 6% | 0 | 1 | -9% | 4% | -7%[11.5 µM] | ? | -0.6%
O=C(COC(=O)c1cc(=O)[nH]c(=O)[nH]1)NCc1ccccc1 | -13 | -1% | 4 | ? | -2 | 3 | 1% | 3% | 5% | -7 | -0.1%
Cc1ccc(-n2c(-c3c(-c4ccccc4)noc3C)n[nH]c2=S)cc1 | -25 | 7% | 2 | 5% | 5 | -8 | 0% | 6% | -13% | -188* | -0.1%
CS(=O)(=O)N1CCN(C(=O)c2cc(-c3ccncc3)nc3ccc(Cl)cc23)CC1 | -10 | 5% | -1 | -5% | 3 | 18 | 1% | . | 0% | 10 | .
C#CCOc1nc(C)cc(C)c1S(=O)(=O)c1ccccc1C | 5 | 3% | 13 | -6% | -12 | -2 | 0% | 2% | 12% | 6 | -0.1%
CCOC(=O)c1sc(C)c2c(=O)n(Cc3ccc(Cl)cc3)cnc12 | 2 | 12% | -2 | -2% | 1 | -11 | 0% | 10% | 20% | -9 | 0.1%
c1cc(-c2nn[nH]n2)ccc1CN1CCCCC1 | 9 | 7% | 0 | -20% | 0 | 10 | -2% | 1% | 3% | 10 | 0.2%
COc1ccc(CCC(N)=O)cc1OC | 7 | 0% | 1 | 1% | 0 | 17 | 0% | 1% | -2% | -2 | -0.4%
Cc1cc(C(=O)CC#N)c(C)n1-c1c(C)n(C)n(-c2ccccc2)c1=O | -3 | 0% | -3 | -25% | 2 | -23 | 8% | 3% | -8% | -2 | 0.0%

These rows are one share of the data; the hit share may differ from the screen's.
